TAG inh – triacylglycerol accumulation inhibition | inhibition, % at 12.5 µM | actives 0.66% (n = 230,000) | H9c2 cells, Nile Red lipid (TAG) fluorescence; cells loaded with 200 µM oleic acid | AID 651582;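 active means pattern-corrected inhibition of lipid staining of at least 50% with the nuclear-stain viability signal not falling by more than 50%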;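 further: 0% = DMSO wells and 100% = triacsin C control wells; some results filed as inactive read as strong as hits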
TAG inh DAPI viability – recorded beside TAG inh, whose call it bears; DAPI nuclei signal change (viability), lower = more cytotoxic, %;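 whole-well DAPI fluorescence read on a plate reader as a viability signal; minus 50 percent equals half of cells still viable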
The depositor's hits bear a star; & = joins results of further samples. Only part of the results is shown; rates above refer to the full screens.

SMILES | TAG inh | TAG inh DAPI viability
COc1ccc2c(c1OC)C(=O)N1N=C(c3ccc(O)cc3)CC21 (configuration not stated) | 1.2 | 2.5
CCCCn1c(N)c(N(CC(C)C)C(=O)CN2C(=O)c3ccccc3C2=O)c(=O)[nH]c1=O | 19.3 | -6.2
CCc1nc2ccccc2nc1N1CCN(S(=O)(=O)c2c(C)cc(Cl)cc2C)CC1 | -4.2 | 5.2
COc1ccc(C(=O)Nc2cccc(/C(C)=N/NC(=O)c3ccc([N+](=O)[O-])cc3)c2)cc1OC | -13.2 | 11.3
Cc1ccc(C(=O)N/C(=C\c2cccc([N+](=O)[O-])c2)C(=O)NC(Cc2ccccc2)C(=O)O)cc1 (configuration not stated) | 12.7 | -8.2
Cc1nc(-c2ccccc2)sc1-c1nc(-c2ccncc2)ncc1S(=O)(=O)c1ccccc1 | 3.6 | -10.5
COc1ccc(CC(=O)N2N=C(C)CC2(O)C(F)(F)F)cc1OC (configuration not stated) | 1.3 | 10.5
CCCn1nnc(NC(=O)COc2ccc(CC)cc2)n1 | -20.2 | -2.5
CCCCn1c(N)c(N(CC(C)C)C(=O)Cc2ccc3c(c2)OCCO3)c(=O)[nH]c1=O | -8.8 | 8.0
Cc1cccc(C)c1C(O)c1ncc(-c2ccccc2F)[nH]1 (configuration not stated) | -0.6 | -4.9
CC(=O)Nc1ccc(-c2ccnc3c2CC(C)(C(=O)NC(C)C)O3)cc1 (configuration not stated) | -5.0 | -7.4
Nc1nonc1N/N=C\c1ccccc1 | -6.4 | 2.5
COC(=O)c1c(C)[nH]c(C(=O)COC(=O)Cn2cc(C(F)(F)F)ccc2=O)c1C | -13.3 | -2.1
COc1cccc(OC)c1C(=O)Nc1nc(COc2ccccc2)cs1 | 9.3 | -9.0
COc1ccc(-c2nnn(CC(=O)N(CCN3CCOCC3)C(C(=O)NC3CCCCC3)c3ccco3)n2)cc1 (configuration not stated) | 8.2 | -4.7
COC(=O)c1ccc(NC(=O)CCN2CCN(CCC(=O)Nc3ccc(C(=O)OC)cc3)CC2)cc1 | -22.0 | 14.2
N#CC1=C(N)n2c(s/c(=C\c3ccco3)c2=O)=C(C#N)C1c1ccco1 (configuration not stated) | 18.5 | -4.0
O=[N+]([O-])c1ccc(S(=O)(=O)N(CCCN2CCOCC2)Cc2cccs2)cc1 | -16.4 | -3.2
CC12CCC(=O)N1C(C(=O)Nc1nc3ccc(Cl)cc3s1)CS2 (configuration not stated) | 14.5 | -3.1
CSCCC(NC(=O)c1ccccc1)C(=O)NNC(=O)c1ccccc1 (configuration not stated) | -15.9 | 7.0
Cc1ccc(NC(=O)CSc2nc(N)cc(N)n2)cc1S(=O)(=O)N1CCOCC1 | 9.0 | -10.0
CC(C)c1cc(-c2cc(C(=O)Nc3ccccc3)on2)nc(NC2CCCC2)n1 | -1.5 | 4.5
O=c1c2cc3c(=O)n(-c4ccccc4O)c(=O)c3cc2c(=O)n1-c1ccccc1O | -2.2 | -5.3
COc1ccc(CN2CCC2(C)C(=O)Nc2cnc3ccccc3c2)c2ccccc12 (configuration not stated) | 1.1 | 5.3
COc1ccc(CSc2nnc(Cc3sc(-c4ccccc4)nc3-c3ccccc3)o2)cc1 | 16.3 | -8.7
CCCCS(=O)(=O)N1CCCC(C(=O)Nc2ccc(Cl)cn2)C1 (configuration not stated) | 9.9 | -13.9
O=C(Cc1ccc(S(=O)(=O)N2CCCCC2)cc1)NCc1ccc(Cl)cc1 | -14.8 | -3.0
CC(C)CN1CCN(Cc2cc3ccccc3[nH]2)CC1CCO (configuration not stated) | 6.5 | 0.1
CN(C)C(=O)CN1CCN(C(=O)CCl)CC1 | 10.6 | 1.5
COc1ccc(-c2[nH]c3ccccc3c2SCCNC(=O)c2ccccc2)cc1 | 1.6 | -4.9
O=C(CSc1nc2sccc2c(=O)[nH]1)N1CCN(c2ccccc2)CC1 | -3.8 | -1.0
COc1cccc(C(=O)OCC(=O)c2ccc(Br)s2)c1OC | 6.3 | -2.7
CC(=O)C1=C(C)NC(C)=C(C(C)=O)C1c1ccccc1 | 0.6 | -7.8
Cc1cc(OCC(O)CN2C(C)CCCC2C)ccc1C(C)C (configuration not stated) | 2.0 | 3.8
CCC1CCCCN1C(=O)CCc1nnc(C2CCCCC2)o1 (configuration not stated) | 6.9 | -6.9
O=C(NCc1ccccc1Cl)c1cccc(NC2=NC3CS(=O)(=O)CC3S2)c1 (configuration not stated) | 3.4 | -14.5
O=C(CSc1ccc([N+](=O)[O-])cc1)OCC(=O)N1CCCC1=O | -8.3 | 2.8
CN(C(=O)c1cccc(NC(=O)Cc2ccc(NC(=O)C3CCN(C(=O)C4CCC4)CC3)cc2)c1)C1CCC1 | -2.0 | -4.7
OCCN(CCO)c1nc2ccccc2[nH]1 | 0.2 | -5.3
NC(=O)c1ccc(NC(=O)COC(=O)CCc2ccc(S(=O)(=O)N3CCCCC3)cc2)cc1 | -5.8 | 2.8
CCCS(=O)(=O)NC(=O)C1(C)CCN(C(=O)c2ccccc2Br)C1 (configuration not stated) | 0.2 | -13.2
O=C(COC(=O)c1ccc2ncsc2c1)NCc1ccc(Cl)cc1 | -1.4 | -0.2
O=C(CN1CCN(C(=O)c2ccco2)CC1)Nc1ccc(Cl)c(S(=O)(=O)N2CCOCC2)c1 | -10.0 | -6.9
CC(C)(C)S(=O)(=O)N1Cc2ccc(CO)cc2[C@H]1CCO | -1.9 | 6.8
O=C(CSC1=NS(=O)(=O)c2cc(Cl)ccc2N1)NCCc1ccccc1 | -1.5 | 12.2

Not a retest: 13 of the compounds above.
SMILES | TAG inh | TAG inh DAPI viability
CC(=O)C1=C(C)NC(C)=C(C(C)=O)C1c1ccccc1 | 0.6 | -7.8
Cc1cc(OCC(O)CN2C(C)CCCC2C)ccc1C(C)C (configuration not stated) | 2.0 | 3.8
CCC1CCCCN1C(=O)CCc1nnc(C2CCCCC2)o1 (configuration not stated) | 6.9 | -6.9
O=C(NCc1ccccc1Cl)c1cccc(NC2=NC3CS(=O)(=O)CC3S2)c1 (configuration not stated) | 3.4 | -14.5
O=C(CSc1ccc([N+](=O)[O-])cc1)OCC(=O)N1CCCC1=O | -8.3 | 2.8
CN(C(=O)c1cccc(NC(=O)Cc2ccc(NC(=O)C3CCN(C(=O)C4CCC4)CC3)cc2)c1)C1CCC1 | -2.0 | -4.7
OCCN(CCO)c1nc2ccccc2[nH]1 | 0.2 | -5.3
NC(=O)c1ccc(NC(=O)COC(=O)CCc2ccc(S(=O)(=O)N3CCCCC3)cc2)cc1 | -5.8 | 2.8
CCCS(=O)(=O)NC(=O)C1(C)CCN(C(=O)c2ccccc2Br)C1 (configuration not stated) | 0.2 | -13.2
O=C(COC(=O)c1ccc2ncsc2c1)NCc1ccc(Cl)cc1 | -1.4 | -0.2
O=C(CN1CCN(C(=O)c2ccco2)CC1)Nc1ccc(Cl)c(S(=O)(=O)N2CCOCC2)c1 | -10.0 | -6.9
CC(C)(C)S(=O)(=O)N1Cc2ccc(CO)cc2[C@H]1CCO | -1.9 | 6.8
O=C(CSC1=NS(=O)(=O)c2cc(Cl)ccc2N1)NCCc1ccccc1 | -1.5 | 12.2

Next compounds follow:
SMILES | TAG inh | TAG inh DAPI viability
CC(C(=O)Nc1ccccc1)N(C)CCOc1ccc(Br)cc1 (configuration not stated) | -15.0 | 2.2
CCN(Cc1ccccc1)C(=O)c1ccc(SC)cc1OC | 7.0 | -8.0
Cc1ccc(C(=O)NCc2n[nH]c(=S)n2-c2ccccc2)cc1[N+](=O)[O-] | 3.1 | -5.7
C=CCn1c(SC(C)C(=O)NCC2CCCO2)nnc1-c1ccc(OC)cc1 (configuration not stated) | -11.5 | -5.0
COc1ccc(C(=O)/C=C/c2ccc(F)cc2)c(OC(=O)c2ccc([N+](=O)[O-])cc2)c1 | -10.4 | -3.2
COc1ccc2oc(C(=O)Nc3ccc(C)cn3)c(C)c2c1 | -5.5 | 3.0
CCOC(=O)c1cnc(SC)nc1Oc1cccc(NC(=O)c2ccc(C)cc2)c1 | -56.0 | 5.0
COc1cc(/C=N/n2c(-c3ccccc3)n[nH]c2=S)cc(OC)c1OC | 15.1 | -4.2
C#CCOCCOCCOCCNc1nc(N2CCN(C(=O)[C@H](CCCN=C(N)N)n3cc(C(N)[C@@H](C)CC)nn3)CC2)nc(N2CCN(C(=O)[C@H](CC(N)=O)n3cc([C@@H](N)C(C)C)nn3)CC2)n1 (some centres not stated) | -4.1 | 13.6
Cc1c(C(=O)NC(=S)N(Cc2ccccc2)c2ccccn2)cccc1[N+](=O)[O-] | -4.2 | -3.0
CCCn1nc(C(=O)NNC(=O)CCCOc2ccc(C)cc2)c2ccccc2c1=O | -6.1 | 3.2
O=C(CO/N=C/c1ccc(Cl)cc1Cl)NNC(=O)c1ccc(Cl)cc1Cl | 2.6 | -10.1
COC(=O)c1ccc(CN2CCCC(C(=O)Nc3cccc(-n4cnnn4)c3)C2)cc1 (configuration not stated) | -0.9 | 3.4
CCN(CC)C(=O)C(C)N1c2cccc3cccc(c23)S1(=O)=O (configuration not stated) | 3.0 | -3.4
C=CCOc1ccccc1CNCc1cccnc1 | -7.0 | 24.3
Cn1ccnc1SCC(=O)Nc1nc2c(F)c(F)c(F)cc2s1 | 2.9 | -13.6
C=CC(=O)N=c1sc2ccccc2n1-c1ccccc1 | 12.8 | 4.5
CCCN1CCC(N2CCCC(C(=O)O)C2)CC1 (configuration not stated) | -1.6 | -2.0
O=C(Cc1cccs1)NNC(=S)NC(=O)c1ccccc1 | 3.6 | 4.7
Cc1ccc(C(=O)OCC(=O)NN2C(=O)NC3(CCC(C)CC3)C2=O)cc1 (configuration not stated) | -9.5 | 5.2
Cc1nn2c(-c3ccncc3)ccnc2c1Br | 12.8 | -4.2
CC(=O)c1ccc(N2CCN(CCC#N)CC2)c(F)c1 | -2.9 | 5.5
O=C(COc1cccc2c1CCNC2=O)NC1CCCCC1 | 13.4 | -4.2
CCc1ccc(/C=C2/SC(=S)N(CCC(=O)Nc3ccc(C(=O)O)cc3)C2=O)cc1 | -1.2 | -3.4
Cc1ccc(C)c(NC(=O)CSc2nc3ccccc3nc2N2CCOCC2)c1 | -2.2 | -5.1
Cc1ccc(C(=O)Nc2ccc(S(=O)(=O)N3CCN(C)CC3)cc2)cc1 | 18.1 | -3.3
O=C(NCCN1CCC(Cc2ccccc2)CC1)C1CCCN(S(=O)(=O)c2cnc[nH]2)C1 (configuration not stated) | -3.7 | 12.5
CC(C)CCOc1ncnc2c1sc1nc3c(cc12)CSC(C)(C)C3 | 17.8 | 13.0
Cn1c(=O)[nH]c2c(cnn2C)c1=O | 9.6 | -1.1
Cn1cc([N+](=O)[O-])c(C(=O)NC2CCCC2)n1 | -1.5 | 4.9
Cc1cc(C(C)(C)C)cc(C)c1COC(=O)C1CCC(=O)N1 (configuration not stated) | -5.1 | -7.1
CCn1nc(C)c(NC(=O)c2ccc(Cl)cc2)c1C | 13.8 | 9.8
Cc1oc(-c2ccccc2Cl)nc1CS(=O)CC(=O)NCc1cccs1 (configuration not stated) | 11.1 | -9.5
COCCN(CC(=O)Nc1ccccc1C)S(=O)(=O)c1ccc(S(=O)(=O)N2CCCC2)cc1 | 8.4 | -11.1
COc1ccc(-c2nnc3sc(C(C)N4C(=O)c5ccccc5C4=O)nn23)cc1 (configuration not stated) | 3.4 | -10.3
CCOC(=O)C1CCN(c2nc3c(C)cccn3c(=O)c2/C=C(\C#N)S(=O)(=O)c2ccccc2)CC1 | -4.9 | 5.8
COc1cccc(C(=O)Nc2nc(SCc3ccc(Cl)cc3)n[nH]2)c1 | 8.6 | -4.7
O=C(O)c1ccccn1 | 0.4 | -3.7
O=C1CC(C(=O)NC2CCCCC2)C2(CCCCC2)O1 (configuration not stated) | 1.3 | 1.9
CCOc1ccccc1C1CC(=O)Nc2c1c(=O)n(C)c(=O)n2C (configuration not stated) | -27.9 | -1.8
COc1ccc(C(=O)N2CCN(S(=O)(=O)c3cc(Cl)ccc3OC)CC2)cc1 | -10.8 | -5.7
CCCCNC(=S)Nc1ccccc1Cc1ccccc1 | -21.5 | 2.0
O=C(OCC(=O)N1N=C(c2ccc(Cl)cc2)CC1c1ccco1)c1ccco1 (configuration not stated) | 13.8 | 6.9
Cc1csc(=Nc2c(C)n(C)n(-c3ccccc3)c2=O)n1Cc1ccccc1 | 3.2&-0.9 | -2.8&-3.9
CCCCN(C(=O)c1cc(Cl)nc2ccccc12)c1c(N)n(Cc2ccccc2)c(=O)[nH]c1=O | -8.5 | -10.2
CS(=O)(=O)N1CCN(C2CCN(Cc3ccccc3)CC2)CC1 | -2.1 | 2.2
CC(=O)Nc1c(I)c(NC(C)=O)c(I)c(C(=O)O)c1I | -2.2&-11.5 | 0.3&8.5
C/C(=N\N=C1\NC(=O)CC(C(=O)O)S1)c1ccc(F)cc1 (configuration not stated) | 10.8 | -3.0
COc1ccc(N(CC(=O)N2CCOCC2)S(=O)(=O)c2ccccc2)cc1Cl | 2.8 | 13.3
CCOC(=O)Nc1cccc(Nc2ccccc2)c1 | 11.0 | -0.8
Cc1nn(C)c(Cl)c1C(=O)NC(C(=O)O)c1ccccc1 (configuration not stated) | -6.6 | 3.8
COc1ccc(NC(=O)c2cc(S(=O)(=O)N3CCCCC3)c[nH]2)cc1 | -11.0 | -4.0
C=CCC[C@@H](Cc1ccc(F)cc1)C(=O)OCCNC(=O)[C@@H](CC=C)CC(=O)N[C@@H](CO)Cc1ccccc1 | 11.5 | -6.5
C=C(C)CSc1nnc([C@@H]2CCCN2)o1 | 7.0 | 1.6
COc1ccc(CCNC(=O)Cn2c(=O)n(-c3ccc(C)c(F)c3)c(=O)c3sccc32)cc1OC | -6.4 | -5.3
CC(C)=CCN1CCN(Cc2cccc3c2OCO3)CC1CCO (configuration not stated) | -3.5 | -4.5
